CendR NRP1 mod = alters CendR peptide binding to human NRP-1; FAM-RPARPAR peptide binding to NRP-1, fluorescence polarization; inhibition, % at 25 µM; O14786; 360,000 tested, 0.85% active;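 active = inhibition or corrected inhibition above about 18%, plus a signal ratio from 0.5 to 1.5, limit read from the data, passing the limit was not always enough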; also: strong numbers were not always called active
SUMO1-SIM PPI = modulators of human SUMO1-mediated protein-protein interactions. AID 602429. inhibition, % at 20 µM. 360,000 tested, 0.33% active. SUMO1 binding to a labelled peptide, TR-FRET, 1 h; in the data active = inhibition above about 37%
Target sequence (P63165 whole entry, looked up): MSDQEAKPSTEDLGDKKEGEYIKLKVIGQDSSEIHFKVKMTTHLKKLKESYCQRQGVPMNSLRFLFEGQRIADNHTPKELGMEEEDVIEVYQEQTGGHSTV
Scp1 inh = Scp-1 (human) phosphatase inhibition. inhibition, % at 20 µM. AID 493091. 340,000 tested, 0.88% active. Q9GZU7. Recombinant Scp1, phosphopeptide, malachite green phosphate absorbance;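 active = inhibition above about 50% at 20 µM, limit read from the data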;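 also: plate controls were DMSO wells with enzyme for no effect and wells lacking enzyme for full effect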
Target sequence (Q9GZU7 76-261 limits assumed): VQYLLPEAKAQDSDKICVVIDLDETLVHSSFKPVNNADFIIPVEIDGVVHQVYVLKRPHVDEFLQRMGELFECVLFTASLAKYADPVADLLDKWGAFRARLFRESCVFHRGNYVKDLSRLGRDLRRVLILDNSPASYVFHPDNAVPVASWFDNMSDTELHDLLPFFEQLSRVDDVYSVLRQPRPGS
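Test system – truncated SCP-1 phosphatase (76-261aa) · Reagent – Phosphorylated 17-residue peptide substrate · Incubation – 45 min room-temperature reaction, 5 min colour, 30 min stabiliser · Detection – colorimetric phosphate reagent with accelerator and stabiliser, absorbance at 630 nm · Measure – % inhibition at 20 µM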
LMPTP block = blocks human LMPTP phosphatase | P24666 | recombinant LMPTP-A, OMFP fluorogenic substrate, fluorescence intensity | inhibition, % at 20 µM | 360,000 tested, 0.22% active | AID 651560;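 active = compounds that cut the enzyme signal by at least half of the control window in the single-dose screen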;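 also: plate controls were DMSO wells with enzyme plus substrate for no effect and substrate without enzyme for full effect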
Target sequence (P24666 whole entry, looked up): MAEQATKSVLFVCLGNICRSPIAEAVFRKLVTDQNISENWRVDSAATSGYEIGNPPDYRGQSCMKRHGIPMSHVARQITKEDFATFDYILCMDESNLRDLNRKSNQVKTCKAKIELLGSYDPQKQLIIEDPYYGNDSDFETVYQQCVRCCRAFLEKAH
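Assay system: LMPTP-A phosphatase enzyme | Input: 0.625 nM enzyme | Also added: Fluorogenic phosphatase substrate OMFP at 400 µM final | Compound dosing: One test concentration per compound, 20 µM, with 3% DMSO overall | Schedule: 50 min enzyme reaction at room temperature, protected from light | Signal: Fluorescence intensity | Benchmarks: no-enzyme and uninhibited controls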
SKN-1 block = blocks SKN-1 activity in C. elegans. C. elegans VP596 Pgst-4::GFP/RFP ratio, acrylamide-induced, 24 h. inhibition, % at 21.8 µM. 360,000 tested, 0.49% active;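 active = interference check ratio from 0.5 to 1.5 plus GFP to RFP signal ratio inhibition reaching or exceeding a fixed threshold, cut at about 30% in these data, passing the limit was not always enough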; also: some compounds called inactive have numbers as strong as hits
DNMT1 inh = blocks human DNA methyltransferase DNMT1; DNMT1 molecular beacon, Hinp1I cleavage, fluorescence; inhibition (reported as % activation of signal), % at 10 µM; 360,000 tested, 0.83% active; in the data active = inhibition above about 50%
Neddyl block = cullin neddylation inhibition; P61081+Q13564; TR-FRET cullin neddylation, biochemical; calls only at 25 µM; 360,000 tested, 0.58% active; in the data active = inhibition above about 36%
STEP inh = blocks human striatal-enriched tyrosine phosphatase; 360,000 tested, 0.25% active; recombinant STEP, OMFP fluorogenic substrate, fluorescence; inhibition, % at 20 µM;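 active = inhibition at 20 µM, scaled per plate between control wells, above about 37%, limit read from the data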;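 also: 0% = DMSO with enzyme and substrate and 100% = substrate only without enzyme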
Target sequence (P54829 whole entry, looked up): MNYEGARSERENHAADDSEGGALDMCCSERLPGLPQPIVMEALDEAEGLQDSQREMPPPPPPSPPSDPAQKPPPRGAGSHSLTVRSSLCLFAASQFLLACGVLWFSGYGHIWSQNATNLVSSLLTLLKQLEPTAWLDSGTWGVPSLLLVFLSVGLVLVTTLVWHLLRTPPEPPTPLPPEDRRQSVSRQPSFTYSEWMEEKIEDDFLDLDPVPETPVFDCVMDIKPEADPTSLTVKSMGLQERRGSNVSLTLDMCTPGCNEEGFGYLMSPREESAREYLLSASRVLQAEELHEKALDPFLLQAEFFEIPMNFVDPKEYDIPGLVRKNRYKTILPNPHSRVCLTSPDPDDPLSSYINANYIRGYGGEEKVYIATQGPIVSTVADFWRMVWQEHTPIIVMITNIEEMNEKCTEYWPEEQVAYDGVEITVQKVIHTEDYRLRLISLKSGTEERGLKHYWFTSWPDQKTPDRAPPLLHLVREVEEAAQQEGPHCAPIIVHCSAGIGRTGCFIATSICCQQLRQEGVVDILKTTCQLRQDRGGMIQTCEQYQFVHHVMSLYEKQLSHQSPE
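Also added – OMFP at 25 µM · Test system – STEP tyrosine phosphatase · Technique – FITC-channel fluorescence of OMFP product · Schedule – 20 min at room temperature, dark · Evaluation – control-normalized % inhibition with plate pattern correction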
Tb MetRS inh = blocks T. brucei methionyl-tRNA synthetase activity. purified T. brucei MetRS, ATP depletion, Kinase-Glo luminescence. inhibition, % at 11.9 µM. 360,000 tested, 0.4% active;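 active = inhibition above a per-plate cutoff of the control wells' mean inhibition plus 3 SD, cut at about 5.5% in these data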;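 also: 0% = DMSO wells median and 100% = median of wells with control inhibitor compound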
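Test system – parasite MetRS enzyme · Reagent – substrates ATP, L-methionine and bulk Escherichia coli tRNA · Doses – 11.9 µM compound single dose, 0.9% DMSO · Times – 15 min enzyme-compound preincubation, 2 h reaction, 10 min detection, 25 °C · Signal – Kinase-Glo luminescence, ATP depletion format · Controls – DMSO-only wells as low control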
NadD block = NadD (S. aureus) enzyme inhibition | AID 602399 | purified NadD enzyme, colorimetric absorbance read-out | inhibition, % at 20 µM | 360,000 tested, 0.78% active; in the data active = inhibition above about 26%; also: some compounds past the cut are filed as inactive
The depositor's hits bear a star; i = inactive; . = no result given; + = active, no number.

Second line of a record – CendR NRP1 mod	SUMO1-SIM PPI	Scp1 inh	LMPTP block	SKN-1 block	DNMT1 inh	Neddyl block	STEP inh	Tb MetRS inh	NadD block
1. CC(OC(=O)c1cccc(S(=O)(=O)N2CCOCC2)c1)C(=O)NCC1CCCCC1 (centres undefined)
    8	1	.	-2.2	18	5	i	0	-0.2	-6
2. CN1CCN(c2ccc(C(=O)NC3CCCCC3)cc2[N+](=O)[O-])CC1
    -6	-17	1	-1.9	8	-2	i	-4	-0.1	-5
3. Cc1ccc(C)c(NC(=O)CSc2nnc(C)c(=O)n2N)c1
    8	1	-8	-1.0	11	-2	i	2	-0.1	-5
4. CN(C)[C@H]1CCN([C@H]2CS(=O)(=O)N[C@@H]2COCc2ccccc2)C1
    7	-1	.	-7.0	10	2	i	-5	-1.0	-6
5. COc1cc(NC(C)=O)ccc1-c1cc2ccccc2oc1=O
    -6	-16	-6	0.4	10	-10	+	-1	0.1	0
6. O=C(Nc1cc([N+](=O)[O-])ccc1O)c1cccc(NC(=O)c2ccco2)c1
    -11	-11	12	3.6	5	-3	i	15	-0.6	0
7. CC(=O)C1C(c2ccc(O)cc2)NC(=O)NC1(O)C(F)(F)F (centres undefined)
    0	6	-10	-1.2	-3	-3	i	9	0.0	0
8. O=C(C[C@H]1C/C=C\C[C@H](Cc2ccc(F)cc2)C(=O)O[C@@H](c2ccccc2)CNC1=O)NCCO
    22*	6	-11	-1.6	19	1	i	-2	-0.4	-2
9. N#Cc1c2ncn(CC(=O)c3ccc(Br)cc3)c(=O)c2c2n1CCC2
    7	-4	-4	0.1	-9	3	i	2	-1.1	-3
10. CC(=O)c1cccc(NC(=O)Cn2cnc(S(=O)(=O)N3CCOCC3)c2)c1
    8	-4	-8	-2.9	2	0	i	2	0.1	-5
11. Fc1ccc(CNc2nc(-c3ccccc3)nc3ccccc23)cc1
    0	-4	3	37	46*	-9	i	0	0.8	4
12. COc1ccc2c(c1)O[C@H](c1ccc3c(c1)OCO3)[C@@H](O)C2=O
    2	2	-11	-1.7	-8	4	i	-2	-0.1	-7
13. CCOc1ccc(C2/C(=C(\O)c3ccc4c(c3)OCCO4)C(=O)C(=O)N2CCCN2CCOCC2)cc1 (centres undefined)
    2	4	-6	1.5	8	-5	i	2	0.2	11
14. CCN(CC)C(=O)[C@H]1CC(CC(=O)NCCCOC)C(=O)N2CCc3c([nH]c4ccccc34)[C@]12C (some centres undefined)
    6	0	4	-1.8	4	2	i	-1	-0.4	-2
15. Cn1c(=O)n(C)c2cc(S(=O)(=O)NCc3ccccc3)ccc21
    8	2	-3	-2.0	0	0	i	-6	-0.3	-1

4 of the compounds above, with each value named:
4) CN(C)[C@H]1CCN([C@H]2CS(=O)(=O)N[C@@H]2COCc2ccccc2)C1
  CendR NRP1 mod = 7; SUMO1-SIM PPI = -1; Scp1 inh = .; LMPTP block = -7.0; SKN-1 block = 10; DNMT1 inh = 2; Neddyl block = i; STEP inh = -5; Tb MetRS inh = -1.0; NadD block = -6

5) COc1cc(NC(C)=O)ccc1-c1cc2ccccc2oc1=O
  CendR NRP1 mod = -6; SUMO1-SIM PPI = -16; Scp1 inh = -6; LMPTP block = 0.4; SKN-1 block = 10; DNMT1 inh = -10; Neddyl block = +; STEP inh = -1; Tb MetRS inh = 0.1; NadD block = 0

6) O=C(Nc1cc([N+](=O)[O-])ccc1O)c1cccc(NC(=O)c2ccco2)c1
  CendR NRP1 mod = -11; SUMO1-SIM PPI = -11; Scp1 inh = 12; LMPTP block = 3.6; SKN-1 block = 5; DNMT1 inh = -3; Neddyl block = i; STEP inh = 15; Tb MetRS inh = -0.6; NadD block = 0

7) CC(=O)C1C(c2ccc(O)cc2)NC(=O)NC1(O)C(F)(F)F (centres undefined)
  CendR NRP1 mod = 0; SUMO1-SIM PPI = 6; Scp1 inh = -10; LMPTP block = -1.2; SKN-1 block = -3; DNMT1 inh = -3; Neddyl block = i; STEP inh = 9; Tb MetRS inh = 0.0; NadD block = 0

Further results follow:
Second line of a record – CendR NRP1 mod	SUMO1-SIM PPI	Scp1 inh	LMPTP block	SKN-1 block	DNMT1 inh	Neddyl block	STEP inh	Tb MetRS inh	NadD block
16. O=C(Nc1ccccc1N1CCOCC1)c1ccc([N+](=O)[O-])s1
    10	-36	5	1.5	-8	-4	i	0	-0.5	-3
17. O=C(COC(=O)/C=C/c1cccs1)Nc1ccccc1Cl
    2	-8	-6	0.3	10	0	i	1	-0.4	-4
18. C=CCn1c(SCC(=O)N2CCN(CCO)CC2)nc2sc3c(c2c1=O)CCC3
    6	0	-2	-1.0	-3	-4	i	-1	0.1	4
19. CCC(C)c1ccc2oc(-c3ccc(NC(=O)Cn4cnc5c(=O)n(C)c(=O)n(C)c54)cc3)nc2c1 (centres undefined)
    -12	0	-6	-0.7	-6	32	.	4	-1.0	-4
20. Cc1noc(C)c1-c1ccc(C(=O)Nc2ccc(C(C)C)cc2)c2occc12
    4	5	.	3.1	17	1	i	4	0.4	5
21. CC1(C)C(=O)Nc2ccccc2N1C(=O)CSc1nnc2ccccn12
    0	3	48	-0.3	5	20	i	4	-0.5	-1
22. COc1ccccc1/C=C/C(=O)N1CCC(c2ccccc2)C1 (centres undefined)
    8	-6	-2	-0.9	3	-1	i	-1	-0.6	-3
23. CCNCc1cc(Cl)c(OCc2ccccc2)c(OCC)c1
    3	-1	6	-0.2	16	-2	i	0	-0.6	-7
24. Cc1nnc(SCC(=O)N2CCOCC2)s1
    -6	-5	41	-1.2	12	1	i	-3	0.2	1
25. CCCn1c(SCC(=O)NC2CCCc3ccccc32)n[nH]c1=O (centres undefined)
    15	0	-11	-1.8	-3	5	i	2	0.1	-4
26. CCOc1ccc(CCNC(=O)COC(=O)CNS(=O)(=O)c2ccc(C)cc2)cc1OCC
    5	1	4	-1.0	-4	0	i	-4	-0.2	-1
27. O=C(O)c1ccc2c(=O)[nH]c(CN3CCOCC3)nc2c1
    -3	-1	1	-0.2	-8	-1	i	-2	-0.1	-3
28. CN(C)CCC1CCN(c2cc(C#N)c(C#N)cc2[N+](=O)[O-])CC1
    -3	-28	-2	-0.3	0	0	i	-2	-0.8	-4
29. CN1C(=O)[C@@H]2[C@H](C1=O)[C@@H]1C(=O)Nc3ccccc3C(=O)N1[C@@H]2c1ccc(F)cc1
    -4	-1	-6	0.3	8	3	i	2	-0.2	0
30. C[C@@H]1[C@H]2CCCC[C@H]2CN(C(=O)OC(C)(C)C)[C@@H]1c1cn(Cc2ccccc2)c2ccc(F)cc12
    2	4	-12	1.4	23	4	i	4	0.8	5
31. N#CC(C#N)=C1NC2(CCCC2)Cc2ccccc21
    16	3	-7	0.8	4	4	i	0	-0.1	-3
32. CCc1nc2ccc(C(=O)NCCN3CCNC3=O)cn2c1N(CCC(C)C)CCN(C)C
    -1	-3	.	-1.6	24	1	i	0	-0.3	5
33. COc1ccc(Cl)cc1S(=O)(=O)NC(C)C(=O)NCCCn1ccnc1 (centres undefined)
    6	4	0	-3.7	4	1	i	-2	-0.3	1
34. COc1ccc(N2CCN(CC(O)COC(c3ccccc3)c3ccccc3)CC2)cc1 (centres undefined)
    3	2	-10	0.9	-1	0	i	2	0.0	-5
35. O=C(NCc1nc2ncc(Br)cc2[nH]1)c1ccccc1
    -3	3	-8	-0.4	15	1	i	0	6.8*	-1
36. COc1ccc(CNC(=O)CNS(=O)(=O)c2cccs2)cc1
    6	9	-8	0.1	12	-3	i	2	-0.1	-4
37. NS(=O)(=O)c1cccc(NC(=O)COc2ccc([N+](=O)[O-])cc2)c1
    14	-17	1	-0.8	-1	-4	i	0	-0.7	2
38. CCOc1ccc(S(=O)(=O)c2c(C(=O)c3ccccc3)cnc3cc4c(cc23)OCCO4)cc1
    5	-1	-10	1.5	-1	-19	i	-1	0.1	18
39. Cc1ccc(C(=O)Nc2ccc(N3CCCC3)cc2)c(C)c1
    -29	-9	-2	14	11	54*	i	4	0.1	32*
40. Oc1ccc(/C=N/NC(=S)NC2CC3CCC2C3)cc1 (centres undefined)
    9	3	-4	2.0	2	0	i	-4	-0.7	2
41. O=C(COC(=O)Cc1ccccc1[N+](=O)[O-])Nc1nnc(-c2ccccc2)o1
    -3	3	-3	1.3	2	10	i	-3	-0.5	6
42. O=C(Nc1nnc(C2=COCCO2)o1)c1ccc(S(=O)(=O)N2CCOCC2)cc1
    8	-6	-1	-1.0	14	5	i	2	-0.9	6
43. O=C(Nc1ccc(F)cc1)C(c1ccccc1)N1CCN(C(=O)c2ccco2)CC1 (centres undefined)
    10	-1	5	-0.7	-15	1	i	-1	-0.8	3
44. O=C(CSc1c[nH]c2ccccc12)NC1CCCC1
    -8	-1	-5	1.1	8	-5	i	0	-0.4	-5
45. O=C(Nc1cccnc1)c1ccc(S(=O)(=O)N2CCCCCC2)cc1
    5	-8	-5	2.3	1	-2	i	-2	-0.9	-4
46. CC(C)c1ccc(/C=C(\NC(=O)c2ccccc2)C(=O)NCCCn2ccnc2)cc1
    1	-5	-9	-4.3	-18	4	i	-5	-1.0	-4
47. CCc1nc(Nc2ccccc2)c2nnn(Cc3ccccc3)c2n1
    -3	-1	-5	2.8	-5	1	.	-1	0.2	-4
48. CN(Cc1cnc2nc(N)nc(N)c2n1)c1ccc(C(=O)NC(CCC(=O)O)C(=O)O)cc1 (centres undefined)
    -10	4	62*	6.1	7	0	.	0	-0.1	0
49. Cc1ccc(C(=O)NC2CCN(C(=O)NC3CCCCC3)CC2)cc1
    1	-3	-7	-1.4	5	-3	i	1	-0.1	-5
50. Clc1ccc(-c2ncc3ccccn23)cc1
    -27	-13	-4	0.2	6	-1	i	-4	0.9	6
51. COc1ccc(-c2ccc(CN3C(CC(C)C)C(=O)N(Cc4cn(CC5CCCCC5)nn4)CCS3(=O)=O)cc2)cn1 (centres undefined)
    -17	0	.	4.2	11	-20	i	-1	-1.0	2
52. O=C(Cc1ccc([N+](=O)[O-])cc1)N1N=C(C2CC2)CC1(O)C(F)(F)F (centres undefined)
    -1	-9	-10	-1.0	1	-1	i	2	0.4	0

Assay outcomes: PubChem BioAssay, several laboratories
